FBW7 activator – human FBW7 E3 ligase activation, primary screen. AlphaScreen FBW7–phospho-cyclin E peptide binding, activator screen. 0.13% of 650,000 active. Q969H0. normalized activity (activation), % at 26.1 µM. AID 1259310; in the data active = normalized activity above about 1.9%;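 note: purified mutant Fbw7 with reduced substrate affinity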
TEAD-YAP block – TEAD-YAP interaction inhibition. HEK-TIYL cells, TEAD-Gal4/YAP UAS-luciferase luminescence. inhibition, % at 9.12 µM. 1.4% of 640,000 active. AID 1259422; in the data active = inhibition above about 32%;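 note: 0% = median of test compound wells and 100% = reference inhibitor wells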
GPR151 activ – activates the human receptor GPR151 | Q8TDV0 | PathHunter beta-arrestin GPR151 cells, luminescence | activation, % at 11.2 µM | 1% of 650,000 active; in the data active = activation above about 4.9%;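 note: 0% = median of compound wells and 100% = cells with positive control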
Target sequence (Q8TDV0 whole entry, looked up): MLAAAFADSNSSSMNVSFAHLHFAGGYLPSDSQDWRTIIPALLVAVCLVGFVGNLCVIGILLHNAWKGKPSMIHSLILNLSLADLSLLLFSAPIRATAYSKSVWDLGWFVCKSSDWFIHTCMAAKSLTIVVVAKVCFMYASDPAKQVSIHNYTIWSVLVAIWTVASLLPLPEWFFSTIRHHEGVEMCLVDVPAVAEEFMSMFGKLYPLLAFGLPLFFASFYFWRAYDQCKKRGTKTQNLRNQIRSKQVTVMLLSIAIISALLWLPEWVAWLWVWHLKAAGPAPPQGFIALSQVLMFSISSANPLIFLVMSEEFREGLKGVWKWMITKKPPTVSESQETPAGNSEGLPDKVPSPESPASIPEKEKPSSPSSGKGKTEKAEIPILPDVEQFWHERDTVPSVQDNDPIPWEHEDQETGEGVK
MITF primary – human MITF inhibition, primary screen; AID 1259374; 0.91% of 650,000 active; inhibition, % at 2.6 µM; AlphaScreen MITF homodimerization, bead proximity signal; in the data active = inhibition above about 50%;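 note: 0% = vehicle wells with protein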
Target sequence (O75030 whole entry, looked up): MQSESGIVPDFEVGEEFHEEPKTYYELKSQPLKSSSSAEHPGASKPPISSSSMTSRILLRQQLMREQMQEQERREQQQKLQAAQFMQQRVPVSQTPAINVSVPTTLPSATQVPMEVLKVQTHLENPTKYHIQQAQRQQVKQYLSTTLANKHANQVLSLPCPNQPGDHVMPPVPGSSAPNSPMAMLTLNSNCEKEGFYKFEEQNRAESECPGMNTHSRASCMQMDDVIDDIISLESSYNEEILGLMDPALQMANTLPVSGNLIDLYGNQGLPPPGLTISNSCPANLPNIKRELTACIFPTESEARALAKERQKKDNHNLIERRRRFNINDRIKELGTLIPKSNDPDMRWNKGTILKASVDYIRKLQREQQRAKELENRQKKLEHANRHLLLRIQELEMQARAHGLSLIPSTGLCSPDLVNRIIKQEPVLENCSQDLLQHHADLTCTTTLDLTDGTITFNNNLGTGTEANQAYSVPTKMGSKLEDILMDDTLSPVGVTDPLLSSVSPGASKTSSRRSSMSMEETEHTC
The depositor's hits bear a star; . = not tested or not shown; & = joins results of further samples; ! = not confirmed by another sample.

SMILES	FBW7 activator	TEAD-YAP block	GPR151 activ	MITF primary
COc1ccc(C(=O)NCc2nnc(SCC(=O)N3N=C(c4cccs4)CC3c3ccc(C)cc3)n2-c2cccc(C)c2C)cc1 (stereo not given)	0.0	-13	-1.2	6
Cc1cccc(C)c1N1CCN(C(=O)c2cc3cc(Br)ccc3oc2=O)CC1	-0.1	6	1.8	88*
CCCCCC/C=C/C=C\CCCCCCCC(=O)O	.	.	3.6	-6
COCCn1c(SCC(=O)c2ccccc2)nc2c1c(=O)[nH]c(=O)n2C	0.1	-1	1.4	3
CCC(C)(C)C1CCc2c(sc(NC(=O)c3cc(Cl)ccc3Cl)c2C#N)C1 (stereo not given)	1.3	2	1.5	12
COc1cc(Cl)c(C)cc1NCC(O)Cn1nnnc1-c1ccccc1 (stereo not given)	0.6	-11	0.0	12
Nc1c(C(=O)c2ccccc2)sc2nc3c(cc12)CCCC3	0.0	40*	-1.4	-19
COc1c(Cl)ccc(Cl)c1C(=O)Nc1ccccc1F	0.2	10	0.0	0
CCOc1ccc(CN2CCN(Cc3ccc(COC)o3)CC2CCO)cc1 (stereo not given)	0.1	-1	-1.7	-11
O=C(c1ccc(OC2CCN(CCc3ccccc3)CC2)cc1)N1CCCC(O)C1 (stereo not given)	0.5	7	-0.6	9
CC(C)N(Cc1ccccc1)Cn1ncn(C)c1=S	-0.1	-4	-2.5	10
CCCNC(=O)CC1Oc2ccc(C)cc2NC1=O (stereo not given)	-0.1	-2	-0.3	-8
Clc1cccc(N2CCN(c3ncnc4scc(-c5ccccc5)c34)CC2)c1	-0.1	-3	-0.3	-2
COc1ccc(OC)c(C2NC(=O)NC(C)=C2C(=O)Nc2cccc(C)c2C)c1 (stereo not given)	0.1	6	-0.7	-21
COc1cc([N+](=O)[O-])cc2c1N=C(c1cccc([N+](=O)[O-])c1)NO2	0.2	13	0.2	3
Cc1ccccc1NC(=O)c1c(NC(=O)c2ccccc2C)sc2c1CCCCC2	0.2	-4	0.9	4
CCc1cc(=O)oc2cc(C)cc(OCC(=O)C(C)(C)C)c12	-0.2	22	0.9	-2
O=C(CCN1C(=O)C2C3C=CC(CC3)C2C1=O)Nc1cccc(F)c1 (stereo not given)	0.0	4	-1.4	-6
CC(=O)N(CCCCN1C(=O)c2ccccc2C1=O)c1ccc(C)cc1	0.2	3	-0.7	-7
Cc1ccnc(Nc2ccc(NCCNC(=O)c3ccc(F)cc3Cl)nn2)c1	-1.2	4	-0.4	81*
COc1ccc(C)cc1S(=O)(=O)N1CCC(C(=O)Nc2ccc3c(c2)OCO3)CC1	0.0	-2	1.1	-11
COc1cc(Br)cc2cc(C(N)=O)c(=O)oc12	-0.4	4	-0.6	-4
COc1cccc(-c2cc(C(=O)NCCC3=CCCCC3)n(C)n2)c1	0.1	-5	0.0	-6
CCOC(=O)N1CCN(S(=O)(=O)c2ccc(C(=O)Nc3nc(-c4ccc(I)cc4)cs3)cc2)CC1	0.0	-19	-0.7	-6
CC1=NN(c2ccc(C)cc2)C(=O)C1=Cc1ccc(Cl)cc1Cl	-0.4	18	-1.1	11

Part of the list above in order of SMILES length, rising.
SMILES	FBW7 activator	TEAD-YAP block	GPR151 activ	MITF primary
COc1cc(Br)cc2cc(C(N)=O)c(=O)oc12	-0.4	4	-0.6	-4
CCc1cc(=O)oc2cc(C)cc(OCC(=O)C(C)(C)C)c12	-0.2	22	0.9	-2
COc1cc([N+](=O)[O-])cc2c1N=C(c1cccc([N+](=O)[O-])c1)NO2	0.2	13	0.2	3
CCOC(=O)N1CCN(S(=O)(=O)c2ccc(C(=O)Nc3nc(-c4ccc(I)cc4)cs3)cc2)CC1	0.0	-19	-0.7	-6
COc1ccc(C(=O)NCc2nnc(SCC(=O)N3N=C(c4cccs4)CC3c3ccc(C)cc3)n2-c2cccc(C)c2C)cc1 (stereo not given)	0.0	-13	-1.2	6

Single records, from the list above. Order of values: FBW7 activator, TEAD-YAP block, GPR151 activ, MITF primary
Shown for `COc1cc(Br)cc2cc(C(N)=O)c(=O)oc12` = -0.4, 4, -0.6, -4
Shown for `Cc1ccccc1NC(=O)c1c(NC(=O)c2ccccc2C)sc2c1CCCCC2` = 0.2, -4, 0.9, 4
Shown for `Cc1cccc(C)c1N1CCN(C(=O)c2cc3cc(Br)ccc3oc2=O)CC1` = -0.1, 6, 1.8, 88*
Shown for `CC(=O)N(CCCCN1C(=O)c2ccccc2C1=O)c1ccc(C)cc1` = 0.2, 3, -0.7, -7
Shown for `CCC(C)(C)C1CCc2c(sc(NC(=O)c3cc(Cl)ccc3Cl)c2C#N)C1` (stereo not given) = 1.3, 2, 1.5, 12

(listing goes on)
SMILES	FBW7 activator	TEAD-YAP block	GPR151 activ	MITF primary
CCOC(=O)C1=C(C)N=c2s/c(=C\c3cc(Br)c(OCc4ccccc4)c(OC)c3)c(=O)n2C1c1ccc(OC)cc1 (stereo not given)	0.1	4	-1.6	9
CC(=O)NCCn1c(SCC(=O)c2ccc(Cl)cc2)nc2ccccc2c1=O	0.1	3	0.0	-1
CCc1ccc(CNCc2c(C(=O)N3CCCC3)nc3sccn23)nc1	-0.1	-4	-0.2	25
c1cnc2c(OCc3ccc(-c4nnc5n4CCC5)cc3)cccc2c1	0.0	-31	-2.6	-1
O=C(c1ccc2c(=O)n(CCc3ccccc3)c(SCc3cccc([N+](=O)[O-])c3)nc2c1)N1CCCCC1	-0.1	-2	1.2	-4
Cc1ccc(S(=O)(=O)n2cnc3ccccc32)cc1[N+](=O)[O-]	0.0	3	-0.9	16
N#Cc1ccc(Cl)cc1-n1cccc1	-0.1	3	-1.9	-8
O=C1NCCN1C(=O)c1cccc(Cl)c1	0.2	-9	0.3	2
S=C(Cc1ccc2c(c1)OCCO2)N1CCOCC1	0.9	-12	-0.1	7
COCCCNCCCCOc1cc(C)ccc1C(C)(C)C	0.1	7	1.1	37
COc1cccc(/C(C)=N/NC(=O)CSc2nc(C)cc(C)n2)c1	0.0	13	-0.4	7
CCOc1ccc(C(=S)N2CCCC2)cc1OC	0.0	-5	-0.8	13
O=C(CCN1CCOCC1)OC1CCCCC1S(=O)(=O)Cc1ccc(Cl)cc1 (stereo not given)	-0.1	5	0.1	22
O=C(O)CCC(=O)N1CCc2cc(S(=O)(=O)Nc3cccc(C(=O)O)c3)ccc21	-0.1	6	-1.1	-2
CCC(=O)Nc1nnc(S(=O)(=O)N(CC(C)C)c2ccc(C)cc2)s1	0.1	5	3.8	6
CCCn1c2c(c(=O)n(C)c1=O)C1(Sc3ccccc3NC1=O)C(=O)N2 (stereo not given)	0.1	7	-0.4	16
Nc1nonc1-n1nnc(C(=O)N/N=C/c2cccnc2)c1CN1CCCC1	-0.1	1	0.2	-7
COc1cc(/C=C2\SC(=S)N(NC(=O)c3ccccc3)C2=O)cc(OC)c1OC	-0.1	7	0.9	-1
O=C(CN1CCN(S(=O)(=O)Cc2ccccc2)CC1)c1ccco1	-0.1	10	1.7	47
C=CCNS(=O)(=O)c1ccc(F)c(C(=O)Nc2cc(Cl)cc(Cl)c2)c1	0.0	5	0.8	-2
N#CC1=C(N)Oc2n[nH]c(-c3cccs3)c2C1c1cccc([N+](=O)[O-])c1 (stereo not given)	-1.0	2	1.0	-3
CN(Cc1ccccc1)C(=O)CCC1CCN(C(=O)C2(c3ccccc3)CC2)CC1	0.0	-11	-0.3	6
O=C(NNC(=S)NCC1CCCO1)c1sc2cccc(F)c2c1Cl (stereo not given)	0.2	-16	2.7	-3
O=C(CCc1ccccc1)N(c1cccc(Cl)c1)C1C=CS(=O)(=O)C1 (stereo not given)	-0.1	-2	-0.2	-8
CCOC(=O)c1c(C)oc2nc(CN3C(=O)C(=O)N(C4CCCC4)C3=O)nc(N)c12	0.3	3	0.2	8
SMILES	FBW7 activator	TEAD-YAP block	GPR151 activ	MITF primary
O=C(Nc1cccc(NC(=O)c2cccc3c(Br)cccc23)c1)c1cccc(Cl)c1	0.1	-8	-0.4	-4
Cn1c(SCC(=O)Nc2ccc3nc(SCC(=O)NC4CCCCC4)sc3c2)nnc1-c1ccccc1	0.1	9	0.1	5
CCC(=O)Nc1ccc(Cl)c(NC(=O)COc2cc(C)cc(C)c2)c1	0.1	0	1.6	14
O=C(CC(c1ccccc1)c1ccccc1O)N1CCOCC1 (stereo not given)	-0.2	6	-0.3	1
COc1ccc2c(c1)OC(C)CN(Cc1cc(OC)c3c(c1)OCO3)C2 (stereo not given)	-0.1	-11	3.5	-2
CC(C)(C)SCCNC(=O)CN(c1cccc(C(F)(F)F)c1)S(C)(=O)=O	-0.2	0	2.4	3
CS(=O)(=O)C1=C(OC(c2ccccc2)c2ccccc2)C(=O)N(c2ccc(I)cc2)C1c1ccccc1 (stereo not given)	0.0	2	1.2	-7
COc1cc(CN2CCCN(C)CC2)cc(OC)c1OC	0.0	-2	0.3	48
O=C(Nc1ccc(I)cc1)Oc1cccc2ccccc12	-0.3	-4	0.1	-14
O=C1c2cccc3c(N4CCCC4)ccc(c23)C(=O)N1CCO	-0.7	-29	-0.3	-4
CN(C)S(=O)(=O)c1cccc(CNCC2COc3ccccc3O2)c1 (stereo not given)	-0.2	10	1.0	35
Cn1c(SCC(=O)Nc2ccc3nc(SCc4ccc(Br)cc4)sc3c2)nnc1-c1ccc(Cl)cc1Cl	0.0	8	1.7	9
CCOC(=O)c1c(NC(=O)C2=COCCO2)sc2c1CCN(Cc1ccccc1)C2	-0.1	-7	0.3	19
Ic1ccc(Nc2nc(-c3cccnc3)nc3ccccc23)cc1	0.7	3	0.8	0
CCOc1ccccc1CNC(=O)C(C)N1C(=O)COc2ccc(C)cc21 (stereo not given)	0.1	5	1.7	7
C/C(=N\Nc1nc2ccccc2s1)c1ccc(N2CCOCC2)cc1	-0.2	-8	0.1	2
CC(C)CC(=O)Nc1cccc(-c2nc3ccccc3o2)c1	0.2	-4	-0.3	17
O=[N+]([O-])c1cccc2[nH]c(CCCO)nc12	0.2	4	0.6	0
Cc1ccc(C2(c3noc(CN4CCCCC4CO)n3)CCCC2)cc1 (stereo not given)	-0.1	1	1.0	10
COc1ccc(OCc2nc(-c3cccc(OC)c3)no2)cc1	-0.1	-10	0.3	-3
CCN(CC)Cc1cc(NC2=NS(=O)(=O)c3ccccc32)ccc1OC(=O)c1ccccc1Br	0.0	4	-1.5	6
COc1ccc(C(=O)NCC2(c3ccc(OC)c(OC)c3)CCCC2)c(OC)c1	-0.1	-4	0.4	3
CN(Cc1ccccc1)S(=O)(=O)Cc1ccccc1	0.1	11	1.6	6
COc1ccc(NC(=O)c2cccs2)cc1	-0.1	-38	-4.4	2
COc1cccc(OCC(=O)Nc2c[nH]c(=O)[nH]c2=O)c1	0.1	5	-1.4	16
SMILES	FBW7 activator	TEAD-YAP block	GPR151 activ	MITF primary
CCc1nn(CCCN2CCN(c3cccc(Cl)c3)CC2)c(=O)n1CCOc1ccccc1	0.3&-0.1&-0.1	4&4	5.4*!	-4&-4&3
OCC1CCCN1c1nc(NC2CC2)c2ncn(C3CCCCC3)c2n1 (stereo not given)	-0.1	20	-1.3	7
Cc1cc(C)nc(NC(=O)COc2cc(Cl)c(Cl)cc2Cl)n1	0.9	-10	1.1	6
CC1CCc2c(sc(NC(=O)C(C)(C)C)c2C(=O)Nc2ccc(Cl)cc2)C1 (stereo not given)	0.2	-4	-1.0	10
CC(=O)c1c(C)nc2ccc(C)cc2c1-c1ccccc1	0.0	-4	-0.5	3
CC1=C(C(=O)OC(C)C)C(c2ccsc2)C2=C(CCCC2=O)N1 (stereo not given)	0.5&-0.1	1&3	-0.5&0.7	16&0
C=CCNC(=O)CN1CCC(c2nc3cc(C)c(C)cc3[nH]2)CC1	0.0	-1	-0.5	4
CN1CCN(c2nc3c(c(=O)[nH]c(=O)n3C)n2CCC#N)CC1	0.0	6	1.3	7
CCN(CC)c1ccc(C2NC(=O)NC(C)=C2C(=O)OCCOc2ccccc2)cc1 (stereo not given)	0.0	3	-0.8	2
CC(C)[C@H]1NC(=O)[C@H]2CN(Cc3nc(-c4ccc(F)cc4)cs3)CCN2C1=O	-0.3	-5	1.0	-2
Cc1cc(C)cc(N=C2NC(=O)/C(=C/c3ccc(N(C)C)cc3)S2)c1	-0.2	15	0.2	6
CC(=O)c1ccc(OCCCC(=O)Nc2ccc(S(=O)(=O)N3CCOCC3)cc2)cc1	0.0	0	-1.2	7
CCOC(=O)C1(C)C=C(Nc2ccc(C(C)=O)cc2)C(=O)N1c1ccc(C(C)=O)cc1 (stereo not given)	-0.1	30	-0.7	0
CCN1C(=O)/C(=C/c2c(N3CCSCC3)nc3c(C)cccn3c2=O)SC1=S	0.8	0	-0.1	18
CC(C)[C@H](NS(=O)(=O)c1ccc(F)cc1)C(=O)O	-0.1	-7	-0.6	6
COc1ccc(CC(=O)Nc2cc(-c3nc4cccnc4s3)ccc2C)cc1	-0.2	-64	0.8	-20
Cc1cc(C)c(C2=NCCNC(C(F)(F)F)=C2)c(O)c1	0.0	9	0.2	1
CC1CCc2c(sc3ncnc(N4CCCCCC4)c23)C1 (stereo not given)	0.1	-5	-1.4	8
CCCc1ccc(Oc2c(C(F)(F)F)oc3cc(OC(C)=O)ccc3c2=O)cc1	0.5	83*	-3.3	10
CC1=C(C(=O)Nc2cccc(C)n2)C(c2ccc(Cl)cc2Cl)C2=C(CCCC2=O)N1 (stereo not given)	0.2	0	1.7	17
Cc1ccccc1N1CC(O)=C(c2ccccc2)C1=N	-0.1	-5	0.5	-5
NC(=O)c1ccc(-n2nc(C(F)(F)F)c3c2CCCC3)cc1	0.1	-22	-0.2	-11
CCC1CCCCN1C(=O)CSc1nnc(C)n2c1cc1sccc12 (stereo not given)	0.1	-20	-0.5	8

Compounds as they come; overall some 3.5% were active at least once.
